Insulin prom up = MIN6 insulin promoter up-regulation | AID 1625 | MIN6 insulin promoter-GFP reporter, high-content imaging; hits give high values | actives 0.3% (n = 190,000) | z-score at 5 µM;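 active = z-score above 3 at 5 µM with at least 500 cells counted in the well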
Autophagy mod = autophagy modulation, high-content screen; MEF GFP-LC3 puncta imaging; test concentration mostly 10 µM; calls only at 10 µM (by protocol); actives 0.98% (n = 190,000); AID 463193;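 active = percentage of spot-positive cells more than 3 SD above its plate mean, without a fluorescence outlier flag or 80% toxicity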;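 also: spot-positive cell cutoff set from DMSO-treated cells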
WT yeast gro inh = growth inhibition of WT yeast, mitochondrial fusion screen; mitochondrial fusion phenotypic screen, WT strain; inhibition, % at 10 µM; actives 2.1% (n = 190,000); AID 1362; in the data active = inhibition above about 58%; tested in S. cerevisiae
b-catenin transl = beta-catenin nuclear translocation modulation; AID 1665; actives 0.3% (n = 190,000); HeLa beta-catenin nuclear translocation, immunofluorescence imaging; nuclear translocation activity, % at 5 µM;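 active = nuclear translocation activity above 50% at 5 µM, with a well cell count of 50 or more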;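 also: per-cell ratio of nuclear to cytoplasmic median beta-catenin stain intensity; plate controls were DMSO negative control for no effect and GSK-3 inhibitor IX positive control for full effect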
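Test system: human HeLa cell line; Doses: 5 µM primary, 0.02–20 µM confirmation; Incubation: 24 h compound exposure, 37°C; Detection: beta-catenin immunofluorescence imaging with DAPI; Read-out: beta-catenin nuclear/cytoplasmic ratio, % activation.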
HIV peptide binding = inhibitors of HIV fusion peptide binding, primary screen, biochemical, uHTS, fluorescence dequenching (AID 1986). cell-free peptide binding, fluorescence dequenching, 30 min; higher % means a stronger effect. one-dose inhibition, % at 20 µM; IC50 in µM for titrated hits. actives 0.3% (n = 290,000); in the data active = inhibition mostly above about 52%, no sharp cut-off; inactive = mostly below about 76%; also: some results filed as inactive read as strong as hits
Yfh1-depleted yeast = mitochondrial function rescue without frataxin homolog – Friedreich's ataxia, plus single-dose screen, dose response (AID 1465). fold induction at 50 µM, or EC50 in µM where a hit was titrated. actives 0.074% (n = 220,000). S. cerevisiae Yfh1-off respiration, WST-1 reduction, 72 h; higher fold induction means a stronger effect;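 active = fold induction of absorbance versus untreated yeast above a set limit, then at least 30% activation at any dose in follow-up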;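 also: activators that raise dye reduction in frataxin-depleted yeast; strong numbers were not always called active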
MT stabilizer = stabilizes microtubules in HeLa cells. HeLa tubulin immunostaining HCS, 24 h; share of cells brighter than vehicle mean+2SD. % tubulin-high responders, % at 10 µM. actives 0.83% (n = 200,000);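 active = plate Z-score above 3 for both tubulin-high and condensed-nucleus cell shares, with cell loss under 80%, at 10 µM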;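 also: anti alpha tubulin signal scored within the nucleus-defined area of each cell; some results filed as inactive read as strong as hits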
AID2073 = disruptors of CaV2.2 binding to Mint1 – biochemical, HTRF (AID 2073). inhibition, % at 20 µM, or IC50 in µM where a hit was titrated. HTRF protein-protein interaction, Mint1-CaV2.2; higher % means a stronger effect. actives 0.19% (n = 290,000); in the data active = inhibition mostly above about 51%, no sharp cut-off; also: some results filed as inactive read as strong as hits
Dynein transport = blocks dynein driven cargo transport along microtubules. actives 0.47% (n = 220,000). z-score, hits read low. AID 1381. 3617.4 mouse cells, GR-EGFP nuclear translocation imaging; test concentration mostly 20 µM; stimulated with dexamethasone, 1 µM; hits give low values;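 active = plate z-score of nuclear minus cytoplasmic receptor signal below a set negative limit, without overly bright fluorescence or cell loss, cut at about -3.5 in these data, passing the limit was not always enough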;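 also: z-score of nuclear minus cytoplasmic ring GR-EGFP intensity difference per well; some compounds called inactive have numbers as strong as hits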
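medium = tetracycline-free induction medium containing charcoal-stripped FBS | also added = 1.0 µM final dexamethasone stimulus | schedule = 48 h induction, 1 h compound, 30 min dex at 37 °C | technique = fixed, Hoechst-stained cells imaged at 10x for EGFP | measure = GR-EGFP nuclear translocation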
WT yeast gro inh mutant strain = further read-out of WT yeast gro inh, marked with its call; inhibition, %; mitochondrial fusion phenotypic screen, mutant strain inhibition
Dynein transport cytoplasmic EGFP = recorded beside Dynein transport, whose call it bears; z-score; measured here: cytoplasmic GR-EGFP intensity; hits give high values
Dynein transport nuclear GR-EGFP = further read-out of Dynein transport, marked with its call; z-score; measured here: nuclear GR-EGFP intensity;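 lower value marks the stronger effect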
Dynein transport cell count = second read-out of Dynein transport, no call of its own (marks repeat the call); z-score; measured here: cell count per field
Insulin prom up cell count = recorded beside Insulin prom up, whose call it bears; cell count; measured here: cytotoxicity, nuclei count;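 total cells summed across four imaged fields per well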
b-catenin transl cell count 5 µM = recorded beside b-catenin transl, whose call it bears; cell count; measured here: cell count, cytotoxicity flag
MT stabilizer Hoechst-high % = also measured in MT stabilizer; calls as there; % Hoechst-high responders; measured here: nuclear condensation Hoechst responders;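 share of cells brighter than vehicle mean plus two SD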
MT stabilizer cytotoxicity % = also measured in MT stabilizer; calls as there; toxicity, %; measured here: cytotoxicity by cell density;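 0% = mean cell density of plate MIN control wells and 100% = no cells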
Autophagy mod cell loss 18 h = further read-out of Autophagy mod, marked with its call; toxicity, %; measured here: cell loss, nuclei count;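 cell loss after 18 h compound exposure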
Numbers without * were called inactive; i = inactive; . = no result given; + = active, no number.

SMILES | Insulin prom up | Insulin prom up cell count | Autophagy mod | Autophagy mod cell loss 18 h | WT yeast gro inh | WT yeast gro inh mutant strain | b-catenin transl | b-catenin transl cell count 5 µM | HIV peptide binding | Yfh1-depleted yeast | MT stabilizer | MT stabilizer Hoechst-high % | MT stabilizer cytotoxicity % | AID2073 | Dynein transport | Dynein transport cytoplasmic EGFP | Dynein transport nuclear GR-EGFP | Dynein transport cell count
N#CC1=C(SCC(N)=O)NC2=C(C(=O)c3ccccc32)C1c1ccc(Cl)cc1 (stereo not drawn) | -0.63 | 1481 | i | -1 | -4 | 10 | 6.6 | 1232 | 1.7% | i | 2.3 | 1.5 | 1.0 | 29% | -0.42 | -0.079 | -0.064 | 0.034
Cc1ccnc(NC(=O)c2ccoc2C)c1 | -0.12 | 1384 | i | 10 | 32 | 39 | . | . | 4.3% | i | 5.2 | 1.1 | 4.1 | 15% | -0.3 | -0.22 | 0.0018 | 0.3
CCOC(=O)N1CCN(C(=O)C2CCC(CNS(=O)(=O)c3ccccc3)CC2)CC1 (stereo not drawn) | -0.29 | 1215 | i | 3 | -6 | -6 | -0.3 | 1287 | 9.1% | i | 2.6 | 1.0 | 5.8 | 3% | 0.63 | -0.18 | 0.077 | -0.14
O=C(NCCc1cccs1)C1CC(c2ccc([N+](=O)[O-])cc2)=NO1 (stereo not drawn) | 0.55 | 1338 | i | -1 | 2 | 1 | -0.6 | 763 | 2.9% | i | 2.4 | 2.2 | 9.3 | 25% | 0.061 | -0.2 | 0.32 | 1.1
Cc1nn(C)c(Oc2cccc(Cl)c2)c1C=O | 1.2 | 1467 | i | -33 | -9 | 6 | -2.3 | 1434 | -4.3% | i | 1.9 | 0.8 | 2.4 | -8% | 0.54 | -0.13 | 1 | -0.011
COc1ccc2nc(NC(=O)c3ccc4ncsc4c3)sc2c1 | 1.5 | 860 | i | -3 | 21 | 2 | -6.5 | 1103 | -1.4% | i | 8.2 | 2.3 | 2.4 | 16% | 0.5 | 0.38 | 0.7 | -0.76
Cc1ccc(S(=O)(=O)CCSc2nc(C)cc(C(F)(F)F)c2C#N)cc1 | . | . | + | 7.1* | 16 | -1 | -1.3 | 1206 | 78% | i | 2.5 | 2.7 | 11 | 5% | -1.4 | 0.97 | -0.2 | -0.089
CC(C)CCN1CCN(Cc2cccc3nonc23)CC1CCO (stereo not drawn) | . | . | i | -8 | -2 | -3 | -1.2 | 994 | 0.7% | i | 1.7 | 2.4 | 3.5 | 7% | 1 | -0.18 | 0.35 | -0.98
N=c1n(Cc2ccccc2)c2ccccc2n1CC(O)COc1ccccc1 (stereo not drawn) | -2.4 | 737 | i | 14 | 32 | 12 | -5.0 | 996 | 4.5% | i | 3.2 | 1.2 | 1.3 | -9% | -1 | 0.25 | -0.43 | -0.56
Fc1c(F)c(F)c(N=Cc2ccc3ncccc3c2)c(F)c1F | 0.11 | 1260 | i | 6 | 7 | 15 | 1.1 | 898 | -1.3% | i | 4.1 | 2.3 | 3.5 | 0% | -1.2 | -0.17 | -0.52 | 0.93
CC1=C(C(=O)Nc2ccccc2)C(c2cccnc2)n2ncnc2N1 (stereo not drawn) | 0.1 | 1450 | i | -1 | 5 | 27 | 1.2 | 1010 | -1.2% | i | 1.6 | 1.4 | 1.5 | -4% | -0.071 | -0.27 | -0.092 | 0.58
NC(=O)CCC(NC(=O)c1ccc(Cl)cc1)C(=O)O (stereo not drawn) | 0.3 | 1352 | i | -2 | -4 | 3 | -0.1 | 1122 | -1.3% | i | 2.9 | 1.8 | 5.7 | 5% | 0.52 | -0.3 | 0.39 | -0.24
O=C(C[n+]1ccc(/C=N/O)cc1)N1CCCCC1 | -0.2 | 1095 | . | . | . | . | -0.8 | 1267 | 1.0% | i | . | . | . | -13% | -0.77 | -0.25 | -0.35 | 0.19
CCn1c(COc2ccccc2C)nnc1SCC(=O)N1CCN(c2ccccc2)CC1 | -0.37 | 1855 | i | 18 | 9 | 11 | 2.4 | 1107 | -0.7% | i | 3.7 | 1.5 | 5.3 | -2% | -0.25 | -0.039 | -0.25 | 0.28
O=C(N1CCOCC1)C12CC3CC(C1)CC(n1cnc(Cl)n1)(C3)C2 | 0.2 | 1425 | i | 4 | -13 | 20 | . | . | 1.6% | i | 3.2 | 2.4 | 2.6 | 11% | 0.56 | -0.15 | 0.42 | -1.5
CCCC(=O)c1c[nH]c(C(=O)NCCc2ccccn2)c1 | 0.54 | 1370 | i | 37 | -17 | 2 | 0.4 | 810 | -0.4% | i | 2.8 | 2.4 | 8.2 | 3% | -0.25 | -0.18 | -0.4 | 0.61
Cc1ccc(Cl)cc1NC(=S)N(CCCN1CCOCC1)Cc1ccccn1 | 0.02 | 1260 | i | 16 | 0 | 13 | 0.4 | 916 | 2.4% | i | 3.1 | 1.8 | 0.2 | -12% | -0.46 | -0.26 | -0.19 | 1.4
S=c1[nH]nc(-c2cccc(Cl)c2)n1/N=C/c1ccco1 | 1.1 | 899 | . | . | . | . | -0.9 | 1371 | 0.3% | i | . | . | . | -41% | -0.16 | -0.25 | 0.34 | 0.51
O=C(CSc1ncccn1)NC1CCCc2ccccc21 (stereo not drawn) | 1 | 1114 | i | 14 | 1 | -9 | -0.6 | 1057 | 24% | i | 2.0 | 1.9 | 4.9 | 4% | 0.48 | -0.2 | 0.31 | -0.024
O=C1c2ccccc2C(=O)C1c1ccnc2ccccc12 | . | . | i | 28 | -2 | 16 | . | . | -1.9% | i | 4.1 | 2.7 | 4.4 | -15% | 0.23 | -0.18 | 0.12 | -0.41
COCCn1c(=O)[nH]c2cc(C(=O)NCCN3CCN(c4ccccc4F)CC3)ccc2c1=O | -2 | 1074 | i | -3 | -9 | -9 | 1.9 | 1399 | 3.4% | i | 3.3 | 3.4 | 5.7 | 11% | -0.22 | -0.13 | 0.5 | -0.051
CCOC(=O)c1sc(NCCNc2nc(C)c(C(=O)OCC)s2)nc1C | . | . | . | . | -5 | -4 | -0.3 | 1009 | -1.7% | i | . | . | . | 4% | . | . | . | .
O=C(CSc1nn(-c2ccc(Cl)cc2)c(=S)s1)NCC1CCCO1 (stereo not drawn) | -0.53 | 1093 | i | -1 | -10 | 24 | 0.6 | 1052 | -0.5% | i | 1.9 | 2.9 | 6.5 | 7% | -0.53 | -0.32 | 0.045 | -0.24
CC1(C)C(C=C(Cl)Cl)C1C(=O)Nc1ccc([N+](=O)[O-])cc1 (stereo not drawn) | 0 | 1285 | i | 6 | 73 | 84 | . | . | 0.0% | i | 4.0 | 1.4 | 12 | -4% | 0.21 | -0.23 | -0.3 | -0.24
Nc1nonc1-n1nnc(C(=O)N/N=C/c2ccc(O)cc2)c1COc1ccc(F)cc1 | 0.13 | 1026 | . | . | . | . | 0.0 | 1322 | 0.0% | i | . | . | . | 18% | -0.13 | -0.11 | 0.74 | -0.62
Cc1[nH]nc2c1C(c1ccc(Cl)cc1)C(C#N)=C(N)O2 (stereo not drawn) | -0.24 | 963 | i | 14 | 0 | 4 | 6.7 | 675 | 7.9% | i | 3.8 | 3.2 | 6.7 | 0% | -0.027 | -0.12 | 0.35 | -1.6
CNC(=O)c1[nH]cnc1C(=O)N[C@@H](Cc1ccccc1)C(=O)OCc1ccccc1 | -0.2 | 1479 | i | 1 | -3 | 6 | -2.6 | 1156 | 0.1% | i | 3.5 | 3.1 | 9.6 | 10% | 0.31 | -0.28 | 0.44 | -0.24
COc1ccc(-c2nnn(CC(=O)Nc3sc4c(c3C#N)CCCC4)n2)cc1 | -1.3 | 876 | i | -5 | . | . | -3.5 | 1153 | 2.3% | i | 1.7 | 1.3 | 7.1 | 10% | -0.27 | 0.02 | 0.07 | 0.51
c1ccc(-c2nnc3ccc(N4CCCC4)nn23)cc1 | -0.33 | 1910 | . | . | -1 | 16 | -2.5 | 1128 | 1.3% | i | 5.8 | 2.3 | 7.6 | 39% | 1 | -0.28 | 0.52 | 0.19
CN1CCN(C(=S)c2cn(CCOc3ccccc3)c3ccccc23)CC1 | -0.03 | 1229 | i | 1 | 19 | 3 | 1.1 | 1096 | -0.6% | i | 6.4 | 1.0 | 2.5 | 4% | -0.43 | -0.19 | -0.21 | 0.9
C/C=C/c1ccc(Oc2nnnn2-c2ccc(C(=O)O)cc2)c(OC)c1 | -0.06 | 1168 | i | 1 | -2 | 3 | 5.1 | 1100 | 6.5% | i | 3.3 | 1.2 | 2.3 | -8% | -0.29 | -0.24 | -0.16 | -0.14

Compound profiles, as listed above:
`CNC(=O)c1[nH]cnc1C(=O)N[C@@H](Cc1ccccc1)C(=O)OCc1ccccc1` as listed: Insulin prom up: -0.2; Insulin prom up cell count: 1479; Autophagy mod: i; Autophagy mod cell loss 18 h: 1; WT yeast gro inh: -3; WT yeast gro inh mutant strain: 6; b-catenin transl: -2.6; b-catenin transl cell count 5 µM: 1156; HIV peptide binding: 0.1%; Yfh1-depleted yeast: i; MT stabilizer: 3.5; MT stabilizer Hoechst-high %: 3.1; MT stabilizer cytotoxicity %: 9.6; AID2073: 10%; Dynein transport: 0.31; Dynein transport cytoplasmic EGFP: -0.28; Dynein transport nuclear GR-EGFP: 0.44; Dynein transport cell count: -0.24
`S=c1[nH]nc(-c2cccc(Cl)c2)n1/N=C/c1ccco1` as listed: Insulin prom up: 1.1; Insulin prom up cell count: 899; Autophagy mod: .; Autophagy mod cell loss 18 h: .; WT yeast gro inh: .; WT yeast gro inh mutant strain: .; b-catenin transl: -0.9; b-catenin transl cell count 5 µM: 1371; HIV peptide binding: 0.3%; Yfh1-depleted yeast: i; MT stabilizer: .; MT stabilizer Hoechst-high %: .; MT stabilizer cytotoxicity %: .; AID2073: -41%; Dynein transport: -0.16; Dynein transport cytoplasmic EGFP: -0.25; Dynein transport nuclear GR-EGFP: 0.34; Dynein transport cell count: 0.51

High-throughput results as filed in PubChem.
